IL1B secr inh: blocks inflammasome-driven IL-1 beta release; THP-1 LPS/ATP IL-1B secretion, AlphaLISA, 16 h; stronger effect = lower value; activity change, % at 57.5 µM; 4.7% of 360,000 active; in the data active = activity change below about -50%; inconclusive = mostly about -30% to -49%; also: % is scaled to controls: 0 for no effect and ±100 for the full control effect
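THP-1 cells pretreated 1 hr with compounds (up to 57.5 uM final), then stimulated with LPS (250 ng/mL final) plus ATP (1.25 mM final); secreted IL-1B measured by AlphaLISA after 16 hr, decreased signal indicating inhibition.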
KB-3-1 cytotox: kills parental KB-3-1 adenocarcinoma cells; Potency, µM (top dose mostly 46.1 µM), without a hit: at the highest dose activity change, negative = cytotoxic, usual class: cytotoxic; KB-3-1 viability, CellTiter-Glo ATP luminescence, 72 h; 1.4% of 400,000 active; AID 1347075; also: potency is read from the fitted curve at half-maximal effect; % is scaled to controls: 0 for no effect and ±100 for the full control effect; nearly all actives have a fitted effect of over 60% in size
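Here the drug-naive KB-3-1 line serves as comparator for MDR sub-line selectivity; cells received compound titrations, 72 h at 37 °C, then CellTiter-Glo readout.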
ATXN2 expr inh: reduces ATXN2 reporter expression in HEK-293 cells; 0.72% of 360,000 active; Potency, µM (series often up to 57 µM), without a hit: at the top dose activity change, negative = inhibition, usual class: inhibitors; HEK-293 ATXN2-luciferase reporter, luminescence, 24 h; AID 1745845; also: potency is read from the fitted curve at half-maximal effect; % is scaled to controls: 0 for no effect and ±100 for the full control effect; nearly all actives have a fitted effect of over 55% in size
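ATXN2-luciferase reporter cells (luciferase flanked by upstream and downstream ATXN2 gene portions) were treated 24 h at 37 °C with compounds at up to 57 uM. SteadyGlo luminescence gave expression; GF-AFC fluorescence gave viability.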
SW480 rereplic: inducers of DNA re-replication in SW480 colon cancer cells; AID 624297; Potency, µM (highest dose often 46.1 µM), for inactives: top-dose re-replication activation, actives largely listed as activators; SW480 DNA re-replication, Hoechst DNA content imaging, 48 h; 1.8% of 340,000 active; also: potency is read from the fitted curve at half-maximal effect; % of control where 0% means no effect; nearly all actives have a fitted effect of over 55% in size
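SW480 cells exposed to compounds for 48 hr at 37 C, 5% CO2, then Hoechst-stained 40 min. Nuclear DNA content imaged by fluorescence scanning (405 nm excitation, 500-530 nm emission); re-replication scored as increased high-intensity nuclei.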
HT1080 IDH1KD tx: toxicity to HT-1080 IDH1 knockdown cells (counter line). Potency, µM (doses to about 46.1 µM), for inactives: at the top dose activity, negative = toxicity, usual class: cytotoxic. 2% of 360,000 active. HT-1080 IDH1 knockdown viability, ATP luminescence, 48 h. AID 686971;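 also: potency is read from the fitted curve at half-maximal effect; 0% = DMSO wells and -100% = cell-free medium wells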
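Using the IDH1-knockdown HT-1080 line run in the same batch and compound series as the NT line, viability after 48 h at 37 °C was determined by CellTiter-Glo luminescence and expressed as % activity.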
KB-V1 MDR tox: KB-V1 MDR subline cytotoxicity; KB-V1 MDR cells viability, CellTiter-Glo, 72 h; Potency, µM (doses to about 46.1 µM), for the others: at the top dose activity change, negative = cytotoxicity, actives largely listed as cytotoxic; 3.4% of 400,000 active; AID 1347076; also: potency is read from the fitted curve at half-maximal effect; % is scaled to controls: 0 for no effect and ±100 for the full control effect; nearly all actives have a fitted effect of over 60% in size
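KB-V1 MDR subline cells in DMEM (phenol-red free, 10% FBS) exposed to compounds in qHTS concentration series for 72 h at 37 degrees C. Viability read by CellTiter-Glo luminescence; concentration-effect curves fitted after normalization and correction.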
HT1080-NT tox: kills 2HG-producing HT-1080-NT fibrosarcoma cells; HT-1080-NT fibrosarcoma viability, CellTiter-Glo ATP luminescence, 48 h; 1.6% of 360,000 active; AID 686970; Potency, µM (series often up to 46.1 µM), for inactives: at the top dose activity, negative = less viability, hits mostly cytotoxic;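 also: NT is the 2HG producing partner of a matched IDH1 knockdown line; potency is read from the fitted curve at half-maximal effect; 0% = DMSO-treated cells and -100% = media-only wells without cells; nearly all actives have a fitted effect of over 55% in size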
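Luminescent CellTiter-Glo readout after 48 hours of compound exposure at 37 degrees C defined viability of HT-1080-NT cells. Activity was normalized to DMSO wells and cell-free media wells; concentration-response curves were fitted and assigned curve classes.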
MCF10A rereplic: DNA re-replication induction in MCF 10a cells | MCF 10A DNA re-replication, Hoechst nuclear intensity, 48 h | Potency, µM (titrated, usually from 46.1 µM), for the others: at the top dose activity, positive = re-replication, actives largely listed as activators | 2.9% of 350,000 active; also: potency is read from the fitted curve at half-maximal effect; % of control where 0% means no effect; nearly all actives have a fitted effect of over 50% in size
S2 tox: cell viability loss in ATXN counter-screen. S2 cells (HEK-293 line with an ATXN2-luciferase reporter) viability, CellTiter-Fluor protease fluorescence, 24 h. Potency, µM (top dose mostly 56.7 µM), actives largely listed as cytotoxic. 0.49% of 400,000 active; also: potency is read from the fitted curve at half-maximal effect; nearly all actives have a fitted effect of over 40% in size
An asterisk follows results filed as active; i = inactive; ? = inconclusive; nt = not tested or not shown; & = joins results of further samples; [ ] = remark or other dose. Unless noted, calls follow the shape of the dose curve; as a rule, active = well fitted curve in the direction sought with a large enough effect; inconclusive = small, poorly fitted or top-dose-only effect, or another doubt; inactive = no such curve, though single readings can be large; an effect the other way counts as inactive or inconclusive.

SMILES	IL1B secr inh	KB-3-1 cytotox	ATXN2 expr inh	SW480 rereplic	HT1080 IDH1KD tx	KB-V1 MDR tox	HT1080-NT tox	MCF10A rereplic	S2 tox
C[C@H](NS(=O)(=O)c1ccc2c(c1)OCCCO2)C(=O)N1CCN(Cc2ccccc2)CC1	3	-3%	-2%	0%	1%	?	3%	8%	?
CNC(=O)CSc1nnc(-c2ccco2)n1-c1ccc(C)cc1	?	5%	4%	-21%	9%	-2%	1%	0%	i
Cc1cc(C)cc(C(=O)N(Cc2nc(-c3ccc(Cl)cc3)no2)C(C)C)c1	nt	3%	15%	nt	nt	-5%	nt	nt	i
COc1ccccc1OCCn1cc(/C=N/NC(N)=S)c2ccccc21	-2	-1%	nt	-1%	-14%	-19%	-7%	13%	?
Cc1ccccc1-c1ncnn1-c1sc2c(c1C#N)CCCCC2	nt	9%	8%	nt	nt	15%	nt	nt	?
COc1ccc(C2CC(=O)Nc3c2c(=O)nc2c(C)cccn32)cc1 (centres undefined)	nt	5%	5%	nt	nt	3%	nt	nt	i
CCc1ccc(N2C(=O)CN(Cc3ccc(OC)c(OC)c3)C2=S)cc1	-5	14%	-15%	?	-8%	?	-12%	?	i
Cc1ccccc1OCC(=O)NN1C(=O)C2C3C=CC(O3)C2C1=O (centres undefined)	5	-4%	-4%	2%	-3%	-18%	2%	?	i
CC(C)CC(N)c1csc(Nc2ccc(C(F)(F)F)cn2)n1 (centres undefined)	-54*	?	?	nt	?	16µM*	18µM*	nt	?
O=C(Nc1ccc2c(c1)OCO2)C1CCCCC1	-6	-7%	51%[activator]	-2%	13%	10%	13%	-10%	i
CCc1ccc(-c2cc3c(N4CCN(c5ccccc5)CC4)nccn3n2)cc1	nt	-9%	36%[activator]	nt	nt	-15%	nt	nt	i
O=C1CCC2CN3CCc4c([nH]c5ccccc45)C3CC2C1 (centres undefined)	-1	-11%	nt	nt	-15%	-9%	-5%	nt	i

Compound profiles, from the list above. Order of screens: IL1B secr inh	KB-3-1 cytotox	ATXN2 expr inh	SW480 rereplic	HT1080 IDH1KD tx	KB-V1 MDR tox	HT1080-NT tox	MCF10A rereplic	S2 tox
COc1ccccc1OCCn1cc(/C=N/NC(N)=S)c2ccccc21 in the list: -2	-1%	nt	-1%	-14%	-19%	-7%	13%	?
O=C1CCC2CN3CCc4c([nH]c5ccccc45)C3CC2C1 (centres undefined) in the list: -1	-11%	nt	nt	-15%	-9%	-5%	nt	i

(list continues)
SMILES	IL1B secr inh	KB-3-1 cytotox	ATXN2 expr inh	SW480 rereplic	HT1080 IDH1KD tx	KB-V1 MDR tox	HT1080-NT tox	MCF10A rereplic	S2 tox
CC1CCc2cc(F)ccc2N1C(=O)CCl (centres undefined)	-97*	?	?	?	?	?	?	?	nt
O=[N+]([O-])c1ccc(N2CCOCC2)cc1O	16	7%	8%	1%	-1%	0%	?	-2%	?
CC(C)CC(NC(=O)OC(C)(C)C)c1cn([C@@H](Cc2cc3ccccc3[nH]2)C(=O)N2CCN(C(=O)OC(C)(C)C)CC2)nn1 (some centres undefined)	?	?	-25%	-1%	-5%	-15%	-2%	?	?
CC1(C)CC(c2nc(-c3ccc(Cl)cc3)cs2)CCS1 (centres undefined)	21	-18%	15%	13%	-19%	?	-20%	0%	i
Cc1cc(NCc2ccco2)nc(N2CCC(C(=O)NC3CCCCC3)CC2)n1	2	7%	-18%	-123%[inhibitor]	-19%	-38%	-1%	-1%	i
CN(Cc1ccccc1)C(=O)COC(=O)c1cc(NS(=O)(=O)c2cccs2)ccc1O	26	-25%	nt	-55%[inhibitor]	?	-30%	-2%	11%	?
COc1ccc(NC(=O)NCCCN2CCCCC2C)cc1 (centres undefined)	-1	-1%	8%	-6%	9%	-10%	-2%	-4%	i
COc1ccc(Cn2ccc3nc(C)c(C(=O)Nc4ccc(OC)cc4)cc3c2=O)cc1	nt	?	-24%	nt	nt	8%	nt	nt	i
Clc1cccc(-c2nc3c4ccccc4ccn3c2Cc2ccsc2)c1	4	0%	34%[activator]	nt	-30%	-1%	-7%	nt	?
CC(C)NCC(O)COc1ccc(COCCOC(C)C)cc1 (centres undefined)	5	0%	3%&16%&7%	-4%&0%	0%	-4%	4%	0%&7%	i
Cc1ccc(CN2CCc3nc(N4CCN(C)CC4)ncc3C2)cc1	nt	4%	-6%	nt	nt	2%	nt	nt	i
COC(=O)c1c(-c2snnc2C)n[nH]c1C	45	2%	26%	-9%	7%	?	17%	0%	i

Overlap with the part before: six compounds, followed by the next part.
SMILES	IL1B secr inh	KB-3-1 cytotox	ATXN2 expr inh	SW480 rereplic	HT1080 IDH1KD tx	KB-V1 MDR tox	HT1080-NT tox	MCF10A rereplic	S2 tox
COc1ccc(NC(=O)NCCCN2CCCCC2C)cc1 (centres undefined)	-1	-1%	8%	-6%	9%	-10%	-2%	-4%	i
COc1ccc(Cn2ccc3nc(C)c(C(=O)Nc4ccc(OC)cc4)cc3c2=O)cc1	nt	?	-24%	nt	nt	8%	nt	nt	i
Clc1cccc(-c2nc3c4ccccc4ccn3c2Cc2ccsc2)c1	4	0%	34%[activator]	nt	-30%	-1%	-7%	nt	?
CC(C)NCC(O)COc1ccc(COCCOC(C)C)cc1 (centres undefined)	5	0%	3%&16%&7%	-4%&0%	0%	-4%	4%	0%&7%	i
Cc1ccc(CN2CCc3nc(N4CCN(C)CC4)ncc3C2)cc1	nt	4%	-6%	nt	nt	2%	nt	nt	i
COC(=O)c1c(-c2snnc2C)n[nH]c1C	45	2%	26%	-9%	7%	?	17%	0%	i
CC1(C)OC(=O)C2=C(C[C@@H](C3CCCCC3)O[C@@H]2c2ccc(Cl)cc2)O1	0	-4%	-16%	nt	?	-23%	12%	nt	i
Cc1ccc2c(c1)N(CC(=O)Nc1ccccc1F)C(=O)CO2	3	1%	7%	-1%	6%	19%	4%	1%	i
O=C(Nc1nc(-c2ccccn2)cs1)c1ccc([N+](=O)[O-])o1	41	?	?	?	?	-4%	-18%	2.3µM*	?
Cn1cc(SCC(=O)Nc2ccc3c(c2)OCO3)c2ccccc21	3	-24%	-14%	-9%	-10%	7%	1%	-1%	i
Cc1ccc2nc(Cl)c(/C=N/n3c(C)nnc3C)cc2c1	28	?	61%[activator]	0%	12%	-6%	7%	6%	?
Cc1csc(NC(=O)CSc2ccccc2F)n1	-14	-8%	54%[activator]	-7%	-13%	-24%	-10%	?	i
O=C(Nc1ccc2c(c1)OCO2)c1cccc(S(=O)(=O)N2CCOCC2)c1	19	-7%	24%	-16%	0%	5%	-4%	16%	i
CCC(C)(C)c1ccc(OCCCC[n+]2ccc(C)cc2)c(C(C)(C)CC)c1	-95*	12µM*	20µM*	26%	?	9%	?	23µM*	?
Cc1cc(Br)c(S(=O)(=O)NCc2ccncc2)cc1C	-1	?	-21%	11%	?	?	?	8%	i
CCCCN1C(=O)C(CC(=O)NC2CCCC2)CC(C(=O)N(CC)CC)=C1C (centres undefined)	16	4%	5%	nt	8%	17%	2%	nt	i
CCS(=O)(=O)N1CCC(C(=O)OCC(=O)c2ccc(Br)cc2)CC1	-22	0%	-8%	3%	6%	13%	8%	17%	i
C/C(=N\NC(=O)COc1ccc(C(C)(C)C)cc1)c1ccccc1	-25	5%	7%	-54%[inhibitor]	?	?	?	-5%[9.22 µM]	i
C=CCN1C(=O)/C(=C/N(C)C)S/C1=N\S(=O)(=O)c1cccs1	-15	3%	nt	nt	10%	2%	7%	nt	nt
CC1CCCN(CCOCCOc2ccc(Br)cc2Cl)C1 (centres undefined)	?	?	-18%	?	?	-28%	?	?	i
CC(C)n1nnnc1SCC(=O)NCc1ccc2c(c1)OCO2	0	17%	-7%	-2%	6%	4%	-4%	-4%	i
Nc1cc(N)nc(SCC(=O)c2ccc3c(c2)NC(=O)CO3)n1	-1	1%	1%	-23%	0%	-20%	-6%	-19%	i
O=C(N/N=C\c1ccc(S(=O)(=O)O)o1)c1ccc2c(c1)OCO2	-4	0%	nt	-1%	1%	18%	-1%	-3%	i
CCC12CN3CC(CC)(CN(C1)C3c1ccc(OC(C)C)cc1)C2=O (centres undefined)	0	4%	-3%	-7%	1%	-8%	5%	11%	i
COc1ccccc1NS(=O)(=O)c1cccc(NC(=O)c2[nH]c(C)c(C(C)=O)c2C)c1	-2	?	nt	0%	-1%	?	-18%	?	nt
Cc1noc(NS(=O)(=O)c2ccc(NC(=O)C(C)(C)C)cc2)c1C	11	-1%	5%	-121%[inhibitor]	8%	9%	1%	-3%	i
COc1ccc(C(=O)Nc2ccccc2N2CCOCC2)cc1S(=O)(=O)N1CCCC1	8	9%	-4%	0%	13%	14%	8%	5%	?
CC(=O)c1cccc(NC(=O)c2cc(C)no2)c1	-5	-5%	2%	-13%	0%	-2%	0%	?	i
CCc1nc2ccc(F)cc2c(C(=O)NC2CCCCC2C)c1C (centres undefined)	14	0%	nt	-6%	-5%	-23%	-7%	8%	nt
COc1ccc(S(=O)(=O)Nc2cc3c4c(c2)CCN4C(=O)CC3)cc1C	13	-11%	3%	-337%[inhibitor]	-17%	-11%	-2%	23%	i
COc1ccc(S(=O)(=O)N2CCN(CC(=O)Nc3sccc3C(N)=O)CC2)cc1OC	31	-14%	nt	-15%	0%	-5%	-5%	0%	i
CCOC(=O)C1CCN(c2c(NCc3ccc(N(C)C)cc3)c(=O)c2=O)CC1	15	-2%	-2%	2%	4%	0%	1%	15%	i
Cc1ccc(CNc2oc(COc3ccccc3Cl)nc2C#N)cc1	-18	10%	-15%	12µM*	-14%	0%	-8%	4.1µM*	i
O=C(COc1ccc(-n2ccnc2)cc1)Nc1cccc(F)c1	-21	?	nt	-18%	?	?	?	-3%	?
Cc1c(NC(=S)N/N=C/c2ccc([N+](=O)[O-])cc2O)c(=O)n(-c2ccccc2)n1C	37	0%	?	15%	?	0%	?	10%	?
Cc1ccc(S(=O)(=O)NCC(=O)OCC(=O)N2CCN(C(=O)c3ccco3)CC2)cc1C	8	-5%	-9%	-2%	-1%	10%	-10%	-1%	i

Screening data: PubChem, National Center for Advancing Translational Sciences (NCATS)
